TEAD-YAP block – TEAD-YAP interaction inhibition, primary screen, TEAD-YAP interaction inhibitor project, luminescence, HEK-TIYL cells; inhibition, % at 9.12 µM; 640,000 compounds, 1.4% hits; TEAD-Gal4/YAP UAS-luciferase luminescence; AID 1259422, 2018; in the data active = inhibition above about 32%;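 also: 0% = median of test compound wells and 100% = reference inhibitor wells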
MITF primary – MITF inhibitors, primary screen, biochemical, AlphaScreen, human | Microphthalmia-associated transcription factor (Homo sapiens), O75030 | AlphaScreen MITF homodimerization, bead proximity signal | inhibition, % at 2.6 µM | 650,000 compounds, 0.91% hits; in the data active = inhibition above about 50%;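 also: 0% = vehicle wells with protein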
GPR151 activ – activators of human GPR151, primary screen, cell-based, PathHunter beta-arrestin, luminescence. PathHunter beta-arrestin GPR151 cells. activation, % at 11.2 µM. AID 1508602, 2020. G-protein coupled receptor 151 (Homo sapiens), Q8TDV0. 650,000 compounds, 1% hits; in the data active = activation above about 4.9%;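 also: 0% = median of compound wells and 100% = cells with positive control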
FBW7 act – FBW7 E3 ligase activators, primary screen, biochemical, AlphaScreen, human | normalized activity (activation), % at 26.1 µM | AlphaScreen FBW7–phospho-cyclin E peptide binding, activator screen | F-box/WD repeat-containing protein 7 (Homo sapiens), Q969H0 | 650,000 compounds, 0.13% hits; in the data active = normalized activity above about 1.9%;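 also: purified mutant Fbw7 with reduced substrate affinity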
Target sequence (Q969H0 whole entry, looked up): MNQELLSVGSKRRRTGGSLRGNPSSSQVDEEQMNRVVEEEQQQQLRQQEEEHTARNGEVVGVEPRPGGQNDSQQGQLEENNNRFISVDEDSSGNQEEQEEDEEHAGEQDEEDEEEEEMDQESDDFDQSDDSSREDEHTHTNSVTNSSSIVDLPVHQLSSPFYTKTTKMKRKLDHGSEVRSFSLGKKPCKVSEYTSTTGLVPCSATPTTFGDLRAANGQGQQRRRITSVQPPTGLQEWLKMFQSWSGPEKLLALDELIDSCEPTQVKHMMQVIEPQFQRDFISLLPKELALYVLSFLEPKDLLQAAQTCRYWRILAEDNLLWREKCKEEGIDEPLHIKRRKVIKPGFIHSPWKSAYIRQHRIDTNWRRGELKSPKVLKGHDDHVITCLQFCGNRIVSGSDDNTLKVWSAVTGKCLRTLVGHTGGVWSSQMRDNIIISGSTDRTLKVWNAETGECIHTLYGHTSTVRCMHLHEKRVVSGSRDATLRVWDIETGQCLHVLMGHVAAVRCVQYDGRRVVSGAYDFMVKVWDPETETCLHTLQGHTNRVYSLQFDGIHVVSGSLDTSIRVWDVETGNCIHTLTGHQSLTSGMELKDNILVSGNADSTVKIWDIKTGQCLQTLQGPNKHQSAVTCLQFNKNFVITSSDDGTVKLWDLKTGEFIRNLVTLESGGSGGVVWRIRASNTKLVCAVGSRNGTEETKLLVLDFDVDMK
* marks the source's active call; other numbers are inactive results. Compounds as they come. About 3.4% of those tested had a hit in this group.

For O=S(=O)(NCCOc1cc(N2CCCC2)ncn1)c1cccnc1 the results were TEAD-YAP block 1, MITF primary -1, GPR151 activ -1.3 and FBW7 act 0.1.
`S=c1oc(-c2cc(-c3ccccn3)nc3ccccc23)nn1CN1CCOCC1` gave TEAD-YAP block 10, MITF primary -1, GPR151 activ -0.2 and FBW7 act -0.3.
For O=C(CSc1nnnn1-c1ccccc1)NN1C(=O)c2ccccc2C1=O the results were TEAD-YAP block -2, MITF primary -1, GPR151 activ 1.1 and FBW7 act 0.0.
`COCCNC(=O)Cc1ccc(-c2ccccc2)cc1` gave TEAD-YAP block 12, MITF primary 1, GPR151 activ -0.1 and FBW7 act 0.1.
`Cc1ccc(Cl)cc1N1CCN(C(c2nnnn2CC2CCCO2)C(C)C)CC1` (configuration not stated) gave TEAD-YAP block 3, MITF primary 9, GPR151 activ 0.4 and FBW7 act 0.0.
CC(C)N(C(=O)CSc1nc2ccccc2n1CC(=O)N1CCCCC1)C(C)C was read as TEAD-YAP block 6, MITF primary -20, GPR151 activ 0.2 and FBW7 act 0.1.
For COc1ccc(C(C)(C)C)cc1S(=O)(=O)N1CC(C)OC(C)C1 (configuration not stated) the results were TEAD-YAP block 6, MITF primary 7, GPR151 activ 4.4 and FBW7 act 0.0.
For c1ccc(-c2cnc(COc3ncnc4c3cnn4-c3ccccc3)o2)cc1 the results were TEAD-YAP block 2, MITF primary -2, GPR151 activ -1.3 and FBW7 act 0.1.
CCOc1ccc(-n2c(SCC(=O)c3ccc(OC)cc3)nc3sc4c(c3c2=O)CCCC4)cc1 was read as TEAD-YAP block -3, MITF primary 4, GPR151 activ 1.6 and FBW7 act 0.5.
O=C(NCc1ccc2c(c1)OCO2)c1ccc(Cl)c(S(=O)(=O)N2CCCC2)c1 was read as TEAD-YAP block -2, MITF primary 10, GPR151 activ -1.8 and FBW7 act 0.2.
COCCN(C(=O)CNC(=O)c1cccs1)C(C(=O)NC1CCCC1)c1cccs1 (configuration not stated) was read as TEAD-YAP block -3, MITF primary -7, GPR151 activ 0.0 and FBW7 act -0.1.
`Cc1cc(C)cc(N2C(=O)CN(S(C)(=O)=O)CC2(C)C(=O)NC2CCCCCC2)c1` (configuration not stated) gave TEAD-YAP block -1, MITF primary 6, GPR151 activ -0.3 and FBW7 act -0.1.
Screening CCOC(=O)N1CCC(NC(=O)CCc2c(C)nc3nc(C)nn3c2C)CC1 returned TEAD-YAP block -6, MITF primary -13, GPR151 activ 0.0 and FBW7 act -0.2.
Screening Cc1ccccc1N(CC(=O)N1CCOCC1)S(=O)(=O)c1ccc(Cl)cc1 returned TEAD-YAP block 4, MITF primary -6, GPR151 activ 14* and FBW7 act -0.2.
Screening COc1cc(NC(=O)c2oc3ccc(Cl)cc3c2C)ccc1NC(=O)c1ccco1 returned TEAD-YAP block -4, MITF primary -11, GPR151 activ 3.3 and FBW7 act -0.1.
For CN1CCN(/N=C/c2c(O)[nH]c3ccccc23)CC1 the results were TEAD-YAP block 10, MITF primary -3, GPR151 activ 0.5 and FBW7 act -0.1.
`O=C(CSc1ccc(C(=O)Nc2ccccc2C(F)(F)F)cc1[N+](=O)[O-])NCCc1ccc(Cl)cc1` gave TEAD-YAP block 6, MITF primary 1, GPR151 activ -0.1 and FBW7 act -0.1.
C=CCN1CCN(C(c2ccccc2F)c2nnnn2C2CCCC2)CC1 (configuration not stated) was read as TEAD-YAP block 10, MITF primary -3, GPR151 activ -0.1 and FBW7 act -0.2.
Nc1nc(SCc2ccc(Cl)cc2Cl)ns1 was read as TEAD-YAP block -14, MITF primary 14, GPR151 activ -0.3 and FBW7 act 0.2.
`c1ccc(CN2CCc3nnc(C4CCCO4)n3CC2)nc1` (configuration not stated) gave TEAD-YAP block -3, MITF primary 11, GPR151 activ 0.5 and FBW7 act 0.0.
Screening COCCNS(=O)(=O)c1cc(C(C)C)c(C)cc1OC returned TEAD-YAP block -4, MITF primary 11, GPR151 activ -0.9 and FBW7 act 0.0.
O=C1C2C3C=CC(CC3)C2C(=O)N1c1ccc2ccccc2c1 (configuration not stated) was read as TEAD-YAP block -36, MITF primary 3, GPR151 activ -0.1 and FBW7 act 0.4.
For CCOc1ccc2c(c1)=C(c1sc(=S)[nH]c1O)C(=O)N=2 the results were TEAD-YAP block -19, MITF primary 17, GPR151 activ 2.3 and FBW7 act -0.1.
CC(=O)n1c(=O)oc2cc([N+](=O)[O-])ccc21 was read as TEAD-YAP block -11, MITF primary 1, GPR151 activ -1.4 and FBW7 act -0.1.
For CCCN1CCC(NC(=O)Nc2cccc(Cl)c2Cl)CC1 the results were TEAD-YAP block -2, MITF primary 4, GPR151 activ -0.5 and FBW7 act 0.0.
For O=C(Cn1c(-c2ccncc2)nc2ccccc21)N1CCN(c2ccccc2)CC1 the results were TEAD-YAP block 6, MITF primary 3, GPR151 activ -0.5 and FBW7 act -0.2.
CN(C)CCNC(=O)c1cnc(N2CCN(c3ncccn3)CC2)c2ccccc12 was read as TEAD-YAP block 6, MITF primary 5, GPR151 activ 2.1 and FBW7 act -0.1.
`Cc1nc2cc(NC(=O)C3CC34CCN(C(=O)c3ocnc3C)CC4)ccc2s1` (configuration not stated) gave TEAD-YAP block -2, MITF primary -4, GPR151 activ 2.6 and FBW7 act -0.1.
Cc1cc(C)c(CN2CCN(CC(C)C)C(CCO)C2)c(-n2cccn2)c1 (configuration not stated) was read as TEAD-YAP block -5, MITF primary 12, GPR151 activ 3.5 and FBW7 act 0.0.
CCOC(=O)C1NN=C(C(=O)c2ccc(OC)cc2)C1c1ccccc1 (configuration not stated) was read as TEAD-YAP block -12, MITF primary -2, GPR151 activ 0.3 and FBW7 act -0.1.
`COCc1c(C(=O)N/N=C\c2cc(OC)c(OC)c(OC)c2)nnn1-c1nonc1N` gave TEAD-YAP block -6, MITF primary -9, GPR151 activ 0.1 and FBW7 act -0.1.
For COCCSc1ccccc1C(=O)Nc1ccccc1C#N the results were TEAD-YAP block -12, MITF primary -8, GPR151 activ 3.6 and FBW7 act -0.1.
For CCOC(=O)CSc1nnc(-c2cccc(OC)c2)n1-c1ccccc1 the results were TEAD-YAP block 3, MITF primary 9, GPR151 activ 0.5 and FBW7 act -0.1.
Screening COC(=O)c1cccc(NC(=O)C=C(C)C)c1 returned TEAD-YAP block -27, MITF primary 19, GPR151 activ -1.5 and FBW7 act 0.9.
`CC(C)c1cc(CNC(=O)Cn2nnnc2CN(C)C(C)C)on1` gave TEAD-YAP block 13, MITF primary 0, GPR151 activ 0.5 and FBW7 act 0.6.
Screening Cc1cc(-c2ccccc2)nc(N2CCC(C(=O)Nc3nnc(C)s3)CC2)n1 returned TEAD-YAP block 8, MITF primary 6, GPR151 activ 3.2 and FBW7 act 0.0.
Fc1cccc(Cl)c1CSc1nnc(-c2ccccc2)o1 was read as TEAD-YAP block -86, MITF primary -8, GPR151 activ -1.0 and FBW7 act 0.1.
`Clc1ccccc1-c1nnn(Cc2ccc(-c3nn[nH]n3)cc2)n1` gave TEAD-YAP block 7, MITF primary -9, GPR151 activ -0.3 and FBW7 act -0.1.
For CCOC(=O)C(CCCOc1ccc(Cl)cc1)C(=O)OCC the results were TEAD-YAP block 2, MITF primary -10, GPR151 activ 2.6 and FBW7 act 0.0.
Screening O=C(NCC1CCCN(C(=O)c2cccc(Cn3cccn3)c2)C1)c1ccc(F)cc1 (configuration not stated) returned TEAD-YAP block -2, MITF primary 7, GPR151 activ 0.3 and FBW7 act 0.1.
COc1ccc(Br)cc1/C=c1\sc2nc(-c3ccco3)nn2c1=O was read as TEAD-YAP block -1, MITF primary 3, GPR151 activ -0.2 and FBW7 act 0.2.
For O=C(Nc1cccc(O)c1)c1cc(-c2ccc(F)cc2)no1 the results were TEAD-YAP block -8, MITF primary 17, GPR151 activ -1.1 and FBW7 act 0.3.
Screening CCn1c(CCCNC(=O)COc2ccccc2)nc2ccccc21 returned TEAD-YAP block -3, MITF primary -8, GPR151 activ 2.1 and FBW7 act 0.3.
Screening NC(=O)c1ccc(-c2nc(NCCN3CCOCC3)c3[nH]cnc3n2)cc1 returned TEAD-YAP block -2, MITF primary -7, GPR151 activ 1.0 and FBW7 act 0.1.
`CC1(C)CC(=O)C(CC(=O)Nc2ccc(S(N)(=O)=O)cc2)=C(O)C1` gave TEAD-YAP block 8, MITF primary -7, GPR151 activ 0.2 and FBW7 act 0.0.
For CCN1C(=O)c2cccc3c(NC(=O)Cc4cccs4)ccc1c23 the results were TEAD-YAP block 8, MITF primary -3, GPR151 activ -1.1 and FBW7 act -0.2.
CCCNC(=O)Cn1cnc2sc(C(=O)NCCC3=CCCCC3)c(C)c2c1=O was read as TEAD-YAP block -12, MITF primary -1, GPR151 activ 0.5 and FBW7 act -0.1.
Screening Cc1ccc(N(CC(=O)NC2CCCC2)S(C)(=O)=O)c(C)c1 returned TEAD-YAP block 5, MITF primary 5, GPR151 activ 1.1 and FBW7 act 0.2.
`COCc1nnc(NC(=O)CN2C(=O)c3ccccc3C2=O)s1` gave TEAD-YAP block -10, MITF primary -7, GPR151 activ 0.1 and FBW7 act 0.0.
For COc1ccc(Br)c(C(=O)Nc2cc(C(=O)Nc3ccc(OC)c(OC)c3)ccc2N2CC3CC(C2)c2cccc(=O)n2C3)c1 (configuration not stated) the results were TEAD-YAP block -18, MITF primary -6, GPR151 activ 0.0 and FBW7 act 0.0.
CCOC(=O)C1=C(C)N=c2s/c(=C\c3cc(OC)ccc3OC)c(=O)n2C1c1ccccc1Cl (configuration not stated) was read as TEAD-YAP block -6, MITF primary -3, GPR151 activ 0.2 and FBW7 act 0.1.
For O=CN1CCN(Cc2ccc(OCCC3CCCCN3C(=O)c3ccco3)cc2)CC1 (configuration not stated) the results were TEAD-YAP block 10, MITF primary 9, GPR151 activ 0.4 and FBW7 act 0.1.
For CN(Cc1cccc(-n2cccn2)c1)Cc1nc(Cc2ccccc2Cl)no1 the results were TEAD-YAP block 1, MITF primary -8, GPR151 activ -1.1 and FBW7 act 0.1.
`CC1=C(C(=O)Nc2ccccc2C)C(c2cccs2)C(C#N)=C(SCC(=O)c2ccccc2)N1` (configuration not stated) gave TEAD-YAP block -9, MITF primary 5, GPR151 activ 0.4 and FBW7 act 0.2.
Screening CCOC(=O)C1=C(C)NC2=C(C(=O)CCC2)C1c1ccc(CC)cc1 (configuration not stated) returned TEAD-YAP block 0, MITF primary -7, GPR151 activ -0.1 and FBW7 act 0.1.
Screening COC(=O)C1=C(C)N(C)C(=O)/C1=C\c1ccccc1 returned TEAD-YAP block 4, MITF primary 0, GPR151 activ 2.2 and FBW7 act -0.1.
Cc1occc1C(=O)Nc1ccccc1Cc1ccccc1 was read as TEAD-YAP block 0, MITF primary 14, GPR151 activ -0.5 and FBW7 act -0.1.
COc1ccccc1-n1c(SCc2cccc([N+](=O)[O-])c2)nc2c(sc(=S)n2-c2ccccc2C)c1=O was read as TEAD-YAP block 1, MITF primary 1, GPR151 activ -1.4 and FBW7 act 0.0.
For CN1C(=O)/C(=C/c2cn(C)c3ccccc23)SC1=S the results were TEAD-YAP block -5, MITF primary 12, GPR151 activ 0.9 and FBW7 act 0.4.
`Cc1cccc(NC2SC(=O)NC2=O)c1` (configuration not stated) gave TEAD-YAP block 1, MITF primary -12, GPR151 activ -0.3 and FBW7 act 0.1.
Screening CCOc1ccccc1N=C(N)N=C(N)N returned TEAD-YAP block 0, MITF primary 6, GPR151 activ 3.0 and FBW7 act 1.3.
Screening CN(C)S(=O)(=O)c1ccc(C(=O)Oc2coc(CSc3ncccn3)cc2=O)cc1 returned TEAD-YAP block 3, MITF primary -3, GPR151 activ -1.8 and FBW7 act -0.3.
`COc1ccc(CN2CC(=O)N(c3cccc(Cl)c3)C2=S)cc1OC` gave TEAD-YAP block -8, MITF primary -12, GPR151 activ 0.3 and FBW7 act -0.1.

Copied from the entries so far for reference:
Screening NC(=O)c1ccc(-c2nc(NCCN3CCOCC3)c3[nH]cnc3n2)cc1 returned TEAD-YAP block -2, MITF primary -7, GPR151 activ 1.0 and FBW7 act 0.1.
`CC1(C)CC(=O)C(CC(=O)Nc2ccc(S(N)(=O)=O)cc2)=C(O)C1` gave TEAD-YAP block 8, MITF primary -7, GPR151 activ 0.2 and FBW7 act 0.0.
For CCN1C(=O)c2cccc3c(NC(=O)Cc4cccs4)ccc1c23 the results were TEAD-YAP block 8, MITF primary -3, GPR151 activ -1.1 and FBW7 act -0.2.
CCCNC(=O)Cn1cnc2sc(C(=O)NCCC3=CCCCC3)c(C)c2c1=O was read as TEAD-YAP block -12, MITF primary -1, GPR151 activ 0.5 and FBW7 act -0.1.
Screening Cc1ccc(N(CC(=O)NC2CCCC2)S(C)(=O)=O)c(C)c1 returned TEAD-YAP block 5, MITF primary 5, GPR151 activ 1.1 and FBW7 act 0.2.
`COCc1nnc(NC(=O)CN2C(=O)c3ccccc3C2=O)s1` gave TEAD-YAP block -10, MITF primary -7, GPR151 activ 0.1 and FBW7 act 0.0.
For COc1ccc(Br)c(C(=O)Nc2cc(C(=O)Nc3ccc(OC)c(OC)c3)ccc2N2CC3CC(C2)c2cccc(=O)n2C3)c1 (configuration not stated) the results were TEAD-YAP block -18, MITF primary -6, GPR151 activ 0.0 and FBW7 act 0.0.
